# sdo1 growth – sdo1-depleted yeast growth rescue; S. cerevisiae sdo1-depleted JHY4D growth rescue, OD600 30 h; active compounds read high; pdr5 snq2 efflux-pump mutant strain; z-score at 10 µM; actives 0.21% (n = 140,000);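 active = z-score above 3 at both the 24 hr and the 30 hr optical density reads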;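 note: z-score against mean and SD of all compound wells on the same plate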
# Insulin prom inh – TRM-6 insulin promoter activity inhibition; TRM-6 cells (human fetal islet line), insulin promoter-eGFP reporter, imaging; reporter expression induced with tamoxifen; inhibition, % at 2 µM; actives 0.9% (n = 130,000); AID 1273;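 active = inhibition above the mean plus 3 SD, with well images judged a real hit on visual review, cut at about 60% in these data, passing the limit was not always enough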
# sdo1 growth Rescue 24 h – second read-out of sdo1 growth, no call of its own (marks repeat the call); z-score; S. cerevisiae sdo1-depleted JHY4D growth rescue, OD600; measured here: growth rescue at 24 h;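 0 is the plate mean of compound wells and units are plate SD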
# The depositor's hits bear a star; i = inactive; / = no result given; & = joins results of further samples. These rows are one share of the data; count on the stated rates, not on these rows.
# The line under a structure holds: sdo1 growth | sdo1 growth Rescue 24 h | Insulin prom inh
> CCOc1ccc(-n2nc3c(Cl)nnc(C)c3c2C)cc1
  -0.39 | -0.48 | 15
> Cn1cc(SCC(=O)NCCc2ccccc2)c2ccccc21
  / | / | 30
> O=C(NCC1(N2CCOCC2)CCCCC1)c1ccc(Cl)c(S(=O)(=O)NCc2ccco2)c1
  0.38 | -0.17 | /
> CCCn1c(N)c(NCCN2CCOCC2)c(=O)[nH]c1=O
  / | / | -25
> Cc1cc(=O)[nH]c(N/N=C/c2ccc(OC(=O)c3ccco3)cc2)n1
  -0.26 | -0.81 | 11
> COc1ccc(-c2cc(C(=O)Nc3ccccc3F)on2)cc1
  / | / | -7
> CCOC(=O)C1=C(C)N(C)C(=S)NC1c1ccccc1 (configuration not stated)
  0.38 | 0.04 | /
> CCOc1ccc(/C(O)=C2/C(=O)C(=O)N(c3nc(C)c(C)s3)C2c2ccco2)cc1 (configuration not stated)
  0.64 | 0.18 | /
> Cc1ccc(C)c(NC(=S)NNC(=O)c2cc3c(s2)CCC(C)C3)c1 (configuration not stated)
  -0.06 | -0.55 | /
> O=C(N/N=C/c1cc(Cl)ccc1O)C(=O)Nc1ccccc1OC(F)(F)C(F)F
  -1 | -1.1 | -34
> O=C(O)CNC(=O)CC1S/C(=N/N=C2/NC(=O)CS2)NC1=O (configuration not stated)
  / | / | -43
> COc1cccc(OCCOc2c(OC)cccc2OC)c1
  0.23 | 0.81 | 28
> COc1ccc(-c2cc3nc(C)cc(C)n3n2)cc1
  0.06 | -0.53 | 25
> Cc1ccc(C)c(-n2c(CNC(=O)c3ccco3)nnc2SCC(=O)Nc2nccs2)c1
  1.2 | 1.6 | -33
> O=C1c2oc3ccc(F)cc3c(=O)c2C(c2cccc(O)c2)N1CCCN1CCOCC1 (configuration not stated)
  1.4 | 0.79 | -10
> O=C(COC(=O)c1ccco1)c1ccc2ccccc2c1
  0.15 | -0.26 | 48
> C=CCc1ccc(OCCOCCNCCCC)c(OC)c1
  0.05 | -0.4 | 26
> Cc1noc(NS(=O)(=O)c2ccc(N3Cc4ccccc4C3=O)cc2)c1C
  0.47 | 0.7 | 36
> Cc1ccc(N(Cc2ccccc2F)S(C)(=O)=O)cc1C
  0.45 | 0.5 | 43
> CCc1ccc(/C=C2/C(=O)N(c3ccccc3)C(=S)N2CC(=O)OC)s1
  -0.41 | 0.34 | /
> COC(=O)Cc1csc(N)n1
  1.1&0.69 | 1.6&-0.08 | -24&-23
> CC(O)CNc1nc2sc3c(c2c(=O)n1CCc1ccccc1)CCCCC3 (configuration not stated)
  -1.9 | -1 | 16
> CC(CCc1ccccc1)NC(=O)C1CCN(S(=O)(=O)c2cnc[nH]2)CC1 (configuration not stated)
  0.03 | -0.11 | -25
> COC(=O)c1[nH]c2c(c1C)C(=O)CCC2
  0.18 | -0.61 | /
> CC1CCN(Cc2csc(N)n2)CC1
  1.1 | 0.85 | -19
> CN(C(=O)CSc1nnc(N)s1)c1c(N)n(Cc2ccccc2)c(=O)[nH]c1=O
  -0.22 | -0.79 | 2
> CC(C)COC(=O)/C(C#N)=C/c1c[nH]c2ccccc12
  -1.7 | -1 | /
> Cc1ccccc1Oc1ccc(Oc2ccccc2C)nn1
  -0.7 | -0.81 | /
> c1ccc2[nH]c(NCCN3CCOCC3)nc2c1
  0.93 | 0.89 | 0
> O=C(Cc1ccccc1)N/N=C/c1ccccc1Cl
  0.3 | 0.24 | -13

# Looked up above.
# `COc1ccc(-c2cc(C(=O)Nc3ccccc3F)on2)cc1` in Insulin prom inh: -7
# `Cc1ccc(C)c(-n2c(CNC(=O)c3ccco3)nnc2SCC(=O)Nc2nccs2)c1` in sdo1 growth Rescue 24 h: 1.6

# Following part.
# The line under a structure holds: sdo1 growth | sdo1 growth Rescue 24 h | Insulin prom inh
> CCCN(CCC)CCCNC(=O)c1cc2cc3ccc(OC)cc3nc2o1
  0.22 | -0.51 | -9
> CCNC(=O)CSc1nc(-c2ccccc2)cs1
  / | / | -83
> Oc1c(C(c2cccs2)N2CCN(c3ccccc3)CC2)sc2ncnn12 (configuration not stated)
  -0.14 | -0.46 | /
> O=S(=O)(c1ccccc1)c1cnn(-c2ccccc2)c1-c1ccc(Cl)cc1
  -0.79 | -0.35 | -9
> COc1ccc2c(c1)c(=O)c(Br)c(C)n2Cc1ccccc1
  -0.58 | -0.69 | /
> COc1ccc(OCC(=O)Nc2ccccc2O)cc1
  0.19 | -0.04 | -7
> CCCC(=O)Nc1ccc(C(=O)Nc2cc(C(F)(F)F)ccc2Cl)cc1
  -0.25 | -0.61 | -17
> CC1=C(C(=O)Nc2cccnc2)C(c2cccnc2)n2nc(-c3cccs3)nc2N1 (configuration not stated)
  0.23 | 1.9 | 38
> Cc1oc2ccc(O)cc2c1C(=O)c1ccc([N+](=O)[O-])cc1
  -0.49 | -0.34 | 0
> O=C(CSc1nnc(SCc2ccccc2)s1)N/N=C/C=C\c1ccco1
  -0.9 | -0.29 | -83
> CSc1nc2nc3c(c(=O)n2[nH]1)CCC3
  2.1 | 1.9 | -11
> COc1cccc(C(=O)/C=C/Nc2ccc(S(=O)(=O)Nc3nc(C)cc(C)n3)cc2)c1
  -0.2 | -0.59 | -34
> COc1ccccc1/C=C\C=N\n1c(C2CCCCC2)n[nH]c1=S
  -2 | -1.3 | -21
> CC(C)c1nc2sc3c(c2c(=O)o1)CCCC3
  0.3 | 0.53 | -36
> NC(=O)c1ccccc1OCCOCCOCCOc1ccccc1C(N)=O
  1.1 | 1.4 | -62
> O=C(c1cccc([N+](=O)[O-])c1)c1cc2ccccc2o1
  -0.73 | -0.53 | 29
> CCC(Nc1nc(-c2ccccc2)nc2ccccc12)C(=O)O (configuration not stated)
  0.41 | -0.03 | 17
> CCOC(=O)C1=C(CSc2nc(C)cc(C)c2C#N)OC(N)=C(C#N)C1c1cccs1 (configuration not stated)
  0.03 | 0.22 | /
> CCC(C)COC(=O)c1ccc(C(=O)O)cc1 (configuration not stated)
  0.88 | 0.87 | -6
> CCOC(=O)C1(CCOC)CCN(Cc2ccc(C(=O)OC)cc2)CC1
  / | / | 33
> N#CCSc1nnc(-c2sc3ccccc3c2Cl)o1
  -0.06 | -0.17 | -423
> CC1(C)CC(=O)C=C(Nc2ccc(Br)cn2)C1
  0.61 | -0.05 | /
> O=C(Cn1nc(Cc2cccnc2)c2ccccc2c1=O)NCc1ccc2c(c1)OCO2
  0.95 | 0.73 | /
> COC(=O)c1c(C)[nH]c(C(=O)/C=C/c2cccc(Cl)c2)c1C
  11* | 9* | 26
> Cc1ccc(Nc2c(F)c(F)c(F)c(F)c2C(=O)O)cc1
  / | / | 0
> COC(=O)c1ccc(NC(=O)CN(c2ccc3c(c2)OCO3)S(C)(=O)=O)cc1
  0.5 | 0.31 | 0
> N=C1C(=O)OCC1c1ccccc1NC(=O)c1ccc(F)cc1 (configuration not stated)
  0.58 | 0.32 | 7
> CN1CCN(CC(=O)Nc2ccc(Cl)cc2Cl)CC1
  0.08 | -0.21 | -331
> O=C(/C=C/c1ccccc1Cl)c1ccccc(=O)c1O
  -1.1 | 0.33 | -142
> Cc1cc(NC2C3CC4CC(C3)CC2C4)n2nnnc2n1 (configuration not stated)
  -1.9 | -1.5 | 6
> COc1ccccc1NC(=O)Cn1cncc1-c1ccc([N+](=O)[O-])cc1
  -1.4 | -0.91 | /
> Cc1ccc(C(=O)Cn2nnc3ccccc32)cc1C
  0.04 | 0.32 | -23
> N#CCCn1[nH]c(-c2ccccc2)cc1=O
  0.19 | -0.31 | 18
> O=C(Nc1ccc(Cl)cc1F)c1ccccc1Br
  0.57 | 1.2 | -43
> COc1ccccc1C(=O)N1CCc2ccccc21
  0.89 | 1.7 | /
> O=C(CSc1cccc[n+]1[O-])c1cc(Cl)ccc1Cl
  / | / | -92
> Cc1ccc2cn[nH]c2c1NC(=S)NC(=O)c1ccccc1
  -0.08 | -0.19 | -13
> CC1CN(S(=O)(=O)c2ccc(NC(=O)CCCN3C(=O)c4ccccc4C3=O)cc2)CC(C)O1 (configuration not stated)
  -0.01 | 0.05 | 36
> O=C(O)c1cccc(Nc2ncnc3sccc23)c1
  / | / | -37
> CC(C)(C)c1ccc2c(c1)OC(C(=O)N/N=C\c1ccccn1)CO2 (configuration not stated)
  -0.29 | -0.36 | -2
> Cc1cccc(N(CC(=O)NCCSCc2ccco2)S(=O)(=O)c2ccccc2)c1
  -0.51 | -0.01 | 29
> COCC(=O)Nc1ccc(N(C)C)cc1
  0.43 | -0.18 | 33
> CC(C)N(C(=O)CSc1nnc(CNc2ccc(F)cc2)o1)C(C)C
  0.48 | 0.24 | -62
> Cn1c(=O)c2c(nc(Br)n2CC(=O)C23CC4CC(CC(C4)C2)C3)n(C)c1=O
  -0.82 | -0.57 | -10
> COc1cccc(-c2nnc(SCC(=O)Nc3ccc4c(c3)OCCO4)n2Cc2ccco2)c1
  -0.49 | -0.18 | -14
> Cc1cccc(C(=O)NNC(=O)Nc2ccccc2)c1
  / | / | 8
> CC(C)(C)CC(C)(C)NC1=CC(=O)OC12CCCCC2
  -0.15 | 0.07 | -3
> COc1ccc(OC)c(-n2cnnn2)c1
  0.74 | 0.38 | 0
> COc1ccc(-c2c(-c3ccc(OCC(=O)NN)cc3O)n[nH]c2C(F)(F)F)cc1
  1.9 | 1.6 | -45
> Cc1ccc(-c2cc(-c3nnc(SCC(=O)NC(C)C(C)C)n3N)c3ccccc3n2)cc1 (configuration not stated)
  0.37 | 3.1 | -2
> O=C(COC(=O)c1ccco1)NCc1ccc(Cl)cc1
  / | / | 43
> N#CCC(N)=C(C#N)C#N
  0.39 | -0.75 | -19
> COc1ccc(OC(=O)c2cc(S(=O)(=O)N3CCCC3)ccc2Cl)cc1
  -1.7 | -1.2 | -9
> Cn1c(=O)c2c(nc(NCC3CCCO3)n2Cc2cccc(Br)c2)n(C)c1=O (configuration not stated)
  -1.1 | -0.91 | -6
> Brc1cccc(-c2nnc3sc(CNCc4ccco4)cn23)c1
  -0.61 | -1 | /
> CCOc1cc(NC2CS(=O)(=O)CC2O)c(OCC)cc1NC(=O)c1ccccc1 (configuration not stated)
  -0.32 | -0.89 | 14
> COc1cc(C(=O)N/N=C/c2ccc(OC(=O)N3CCOCC3)cc2)cc(OC)c1OC
  2.4 | 2.4 | 6
> CC(C)(C)C(=O)NNc1nc(-c2ccccc2)c2cc(Br)ccc2n1
  -1 | -1.1 | /
> Cc1nc(CS(=O)c2ccc(Cl)cc2)cc(NCc2ccc(Cl)cc2Cl)n1 (configuration not stated)
  -1.1 | -0.12 | -17
> Cc1ccc(Cc2cnc(NC(=O)CN3CCOCC3)s2)cc1Cl
  -0.23 | -0.36 | -18

# An excerpt from above in order of the Insulin prom inh value, highest first:
compound	sdo1 growth	sdo1 growth Rescue 24 h	Insulin prom inh
Cc1cccc(C(=O)NNC(=O)Nc2ccccc2)c1	/	/	8
CN(C(=O)CSc1nnc(N)s1)c1c(N)n(Cc2ccccc2)c(=O)[nH]c1=O	-0.22	-0.79	2
CCC(C)COC(=O)c1ccc(C(=O)O)cc1 (configuration not stated)	0.88	0.87	-6
COc1cccc(-c2nnc(SCC(=O)Nc3ccc4c(c3)OCCO4)n2Cc2ccco2)c1	-0.49	-0.18	-14
COc1ccc(-c2c(-c3ccc(OCC(=O)NN)cc3O)n[nH]c2C(F)(F)F)cc1	1.9	1.6	-45
CC(C)N(C(=O)CSc1nnc(CNc2ccc(F)cc2)o1)C(C)C	0.48	0.24	-62

# (listing goes on)
# The line under a structure holds: sdo1 growth | sdo1 growth Rescue 24 h | Insulin prom inh
> CCN1/C(=C\C=C(C(C)=O)C(C)=O)Sc2ccccc21
  / | / | i
> O=C(C1CCCN(Cc2ccc3c(c2)OCO3)C1)N1CCCC1 (configuration not stated)
  1 | 2.2 | /
> CCCc1noc2c1C(c1ccoc1)C(C#N)=C(N)N2 (configuration not stated)
  -0.34 | -0.43 | /
> O=C(NCC1CCCO1)C(c1ccc(F)cc1)N(Cc1ccc(F)cc1)C(=O)Cn1nnc(-c2cccs2)n1 (configuration not stated)
  -1.2 | -0.3 | -197
> COC(=O)C1C(=O)C=C(N2CCOCC2)CC1(C)C (configuration not stated)
  -0.24 | -0.34 | 17
> Cc1ccc2c(CSc3nncs3)cc(=O)oc2c1
  -1.3 | -1.1 | /
> COc1nc(NC2CCCCC2)nc(N2CCCCCC2)n1
  -1.5 | -1.4 | 43
> Cc1cccc(NC(=O)CCCn2cc([N+](=O)[O-])cn2)n1
  / | / | 42
> CCN(CC)S(=O)(=O)c1ccc2c(c1)nc(CCC(=O)Nc1ccc3c(c1)OCO3)n2CC
  0.11 | 0.1 | 23
> O=C(NCC(=O)N1CCCC1C(=O)O)OC1CCCCC1 (configuration not stated)
  1.4 | 0.53 | 7
> O=S(=O)(NCc1csc(-c2cccnc2)n1)c1ccc(Cl)s1
  -0.73 | -1.3 | /
> Cc1cccc(NC(=O)c2ccc(S(=O)(=O)N(C)C)cc2)n1
  0.08 | -0.75 | 67
> Cc1cc(=O)cc(C)n1-c1ccccc1N1CCOCC1
  2.2 | 3.7 | 58
> Cc1ccc(C(=O)O/N=C2\CC3CCC2(C)C3(C)C)cc1 (configuration not stated)
  -1.9 | -1.2 | -26
> COc1cccc(N2CCN(C3CC(=O)N(c4cccc(Cl)c4)C3=O)CC2)c1 (configuration not stated)
  0.89 | -0.28 | 4
> COc1ccc(N2C(=O)CC(NNC(=O)c3ccco3)C2=O)cc1 (configuration not stated)
  / | / | 50
> Cc1nnc(SCC(=O)N2CCC(Cc3ccccc3)CC2)n(N)c1=O
  -0.34 | -0.75 | -175
> CCc1nc(Cl)c(C#N)c2c1CSC(C)(C)C2
  -0.45 | -0.87 | 11
> CC1(C)Oc2ccc3ccc(=O)oc3c2/C(=C/NCCN/C=C2\C(=O)C(C)(C)Oc3ccc4ccc(=O)oc4c32)C1=O
  -1.4 | -0.44 | /
